Source: PubChem
DNMT1 block: human DNMT1 methyltransferase inhibitors, primary screen, biochemical, molecular beacon, fluorescence, HinP1I cleavage, uHTS. DNA (cytosine-5)-methyltransferase 1 (Homo sapiens), P26358. inhibition (reported as % activation of signal), % at 10 µM. hit rate 0.83% among 360,000. AID 588458, 2011; in the data active = inhibition above about 50%
TbMetRS inhib: T. brucei MetRS inhibitors, primary screen, biochemical, luminescence; methionyl-tRNA synthetase (Trypanosoma brucei brucei); purified T. brucei MetRS, ATP depletion, Kinase-Glo luminescence; inhibition, % at 11.9 µM; hit rate 0.4% among 360,000; AID 624268, 2012;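 active = inhibition above a per-plate cutoff of the control wells' mean inhibition plus 3 SD, cut at about 5.5% in these data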;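 note: 0% = DMSO wells median and 100% = median of wells with control inhibitor compound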
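Assay system: T. brucei methionyl-tRNA synthetase, purified | Medium: HEPES buffer with MgCl2, KCl, DTT, spermine, BSA, pyrophosphatase | Compound: 11.9 µM single point | Incubation: 15 min enzyme-compound preincubation, 2 h reaction, 10 min detection, 25 °C | Measured by: Kinase-Glo luciferase luminescence reporting remaining unconsumed ATP | Measure: % inhibition normalized to control-well medians | Replication: Singlicate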
STEP block: STEP phosphatase inhibitors, primary screen, biochemical, fluorescence intensity, uHTS. Tyrosine-protein phosphatase non-receptor type 5 (Homo sapiens), P54829. recombinant STEP, OMFP fluorogenic substrate. inhibition, % at 20 µM. hit rate 0.25% among 360,000. AID 588621, 2011;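 active = inhibition at 20 µM, scaled per plate between control wells, above about 37%, limit read from the data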;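 note: 0% = DMSO with enzyme and substrate and 100% = substrate only without enzyme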
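Assay system: isolated STEP enzyme. Buffer or medium: pH 6.0 Bis-Tris with DTT and Tween 20. Also added: fluorogenic phosphatase substrate OMFP at 25 µM final. Dosing: 20 µM, 1% DMSO. Timing: 20 min reaction, room temperature, in the dark. Measured by: fluorescence intensity, excitation 480 nm, emission 540 nm. Evaluation: normalized % inhibition.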
LMPTP block: LMPTP phosphatase inhibitors, primary screen, biochemical, fluorescence intensity, uHTS. Low molecular weight phosphotyrosine protein phosphatase (Homo sapiens), P24666. recombinant LMPTP-A, OMFP fluorogenic substrate. inhibition, % at 20 µM. hit rate 0.22% among 360,000. AID 651560, 2012;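 active = compounds that cut the enzyme signal by at least half of the control window in the single-dose screen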;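 note: plate controls were DMSO wells with enzyme plus substrate for no effect and substrate without enzyme for full effect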
Target sequence (P24666 whole entry, looked up): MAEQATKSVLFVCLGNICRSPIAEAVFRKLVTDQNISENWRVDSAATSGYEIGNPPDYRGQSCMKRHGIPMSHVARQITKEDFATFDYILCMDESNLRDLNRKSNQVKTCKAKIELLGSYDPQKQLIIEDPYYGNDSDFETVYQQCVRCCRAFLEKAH
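Test system: LMPTP-A phosphatase enzyme; input: 0.625 nM LMPTP-A final; reagent: OMFP substrate, 400 µM final; compound dosing: 20 µM single dose, 3% DMSO; incubation: 50 min dark incubation at room temperature; measured by: endpoint fluorescence intensity from OMFP dephosphorylation; measure: % inhibition relative to no-enzyme and uninhibited control wells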
NadD block: inhibitors of S. aureus NadD, primary screen, biochemical, colorimetric, uHTS. purified NadD enzyme, colorimetric absorbance read-out. hit rate 0.78% among 360,000. inhibition, % at 20 µM. Nicotinate-nucleotide adenylyltransferase NadD (Staphylococcus aureus N315); in the data active = inhibition above about 26%; note: some compounds past the cut are filed as inactive
CSN inh: inhibitors of CSN-mediated cullin deneddylation, primary screen, biochemical, fluorescence polarization, uHTS | COP9 signalosome complex subunit 5 (Homo sapiens), Q92905 | Purified CSN, SCF-Nedd8-OG deneddylation | inhibition, % at 12.5 µM | hit rate 0.38% among 360,000 | AID 651999, 2013;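 active = pattern-corrected inhibition above about 35%, with an unprinted fluorescence ratio check between 0.5 and 1.5, limit read from the data, passing the limit was not always enough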;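 note: 0% = enzyme with substrate and 100% = substrate without enzyme; some results filed as inactive read as strong as hits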
Target sequence (Q92905 whole entry, looked up, one chain of several): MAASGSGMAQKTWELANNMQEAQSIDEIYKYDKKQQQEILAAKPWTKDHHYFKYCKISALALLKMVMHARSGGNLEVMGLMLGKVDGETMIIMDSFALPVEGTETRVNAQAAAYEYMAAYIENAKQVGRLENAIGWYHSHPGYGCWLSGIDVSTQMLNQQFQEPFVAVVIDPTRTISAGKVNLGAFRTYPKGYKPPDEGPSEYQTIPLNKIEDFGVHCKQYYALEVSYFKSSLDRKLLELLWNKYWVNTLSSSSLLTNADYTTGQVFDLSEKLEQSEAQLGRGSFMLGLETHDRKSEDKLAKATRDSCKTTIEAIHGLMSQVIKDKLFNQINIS
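Test system: Human Csn5 produced in HEK293T cells | Compound: 12.5 µM single point | Times: 90 min, room temperature | Signal: Fluorescence polarization readout | Read-out basis: % inhibition of substrate cleavage by Csn5 | Controls: no-enzyme wells high, enzyme-with-substrate wells low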
SUMO1-SIM PPI: modulators of SUMO1 protein-protein interactions, primary screen, biochemical, uHTS | Small ubiquitin-related modifier 1 (Homo sapiens), P63165 | inhibition, % at 20 µM | hit rate 0.33% among 360,000 | AID 602429, 2012 | SUMO1 binding to a labelled peptide, TR-FRET, 1 h; in the data active = inhibition above about 37%
Target sequence (P63165 whole entry, looked up): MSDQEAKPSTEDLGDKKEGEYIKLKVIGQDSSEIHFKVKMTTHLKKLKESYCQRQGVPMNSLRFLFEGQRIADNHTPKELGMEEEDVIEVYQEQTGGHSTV
PABP1 MLLE inh: inhibitors of PABP1 MLLE–PAM2 peptide binding, primary screen, biochemical, fluorescence polarization, FITC-PAM2, GST-MLLE | Polyadenylate-binding protein 1 (Homo sapiens), P11940 | inhibition, % at 20 µM | hit rate 0.36% among 360,000 | AID 588489, 2011; in the data active = inhibition above about 35%, passing the limit was not always enough;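 note: plate controls were DMSO wells with GST-MLLE for no effect and wells lacking GST-MLLE protein for full effect; some results filed as inactive read as strong as hits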
Rpn11 inh: Rpn11 (PSMD14) deubiquitinase inhibitors, primary screen, biochemical, fluorescence polarization, uHTS; calls only at 20 µM; 26S proteasome non-ATPase regulatory subunit 14 (Homo sapiens), O00487; AID 588493, 2011; human 26S proteasome, Ub4-pepOG fluorescence polarization; 20S core pre-blocked with epoxomicin; hit rate 0.59% among 360,000;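 active = inhibition at 20 µM, scaled to each plate's controls, above about 33%, limit read from the data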
Scp-1 inhibitor: Scp-1 phosphatase inhibitors, primary screen, biochemical, colorimetric, uHTS; Carboxy-terminal domain RNA polymerase II polypeptide A small phosphatase 1 (Homo …; Recombinant Scp1, phosphopeptide, malachite green phosphate absorbance; inhibition, % at 20 µM; hit rate 0.88% among 340,000; AID 493091, 2011;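 active = inhibition above about 50% at 20 µM, limit read from the data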;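 note: plate controls were DMSO wells with enzyme for no effect and wells lacking enzyme for full effect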
Target sequence (Q9GZU7 76-261 limits assumed): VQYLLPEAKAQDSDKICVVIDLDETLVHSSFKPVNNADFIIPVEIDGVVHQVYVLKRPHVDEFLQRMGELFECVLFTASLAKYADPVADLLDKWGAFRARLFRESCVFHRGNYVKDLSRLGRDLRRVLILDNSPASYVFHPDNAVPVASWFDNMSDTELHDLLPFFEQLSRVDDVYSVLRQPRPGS
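Test system – truncated SCP-1 phosphatase (76-261aa) · Reagent – Phosphorylated 17-residue peptide substrate · Incubation – 45 min room-temperature reaction, 5 min colour, 30 min stabiliser · Detection – colorimetric phosphate reagent with accelerator and stabiliser, absorbance at 630 nm · Measure – % inhibition at 20 µM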
Active calls of the source: *; i = inactive; nt = no result given; + = active, no number.

SMILES	DNMT1 block	TbMetRS inhib	STEP block	LMPTP block	NadD block	CSN inh	SUMO1-SIM PPI	PABP1 MLLE inh	Rpn11 inh	Scp-1 inhibitor
COc1cccc(-c2nnn(CCC(=O)O)n2)c1	-2.1	0.1	-0.9	-1.0	-4.6	-1.7	-2.2	-3.7	i	-6.0
COC1=NC2=NCCN2C(OC)=N1	-0.8	0.1	-5.5	0.4	1.3	0.9	-3.9	-9.8	i	-7.7
O=C(CSc1nnc(COc2ccc(Cl)cc2)o1)N1CCN(c2ccccc2)CC1	-1.9	0.0	1.4	1.0	-3.8	-0.7	25.6	-6.6	i	-0.4
C/C(=N\Nc1ncc(Cl)cc1Cl)c1ccccn1	0.3	0.0	2.2	0.2	-5.0	-19.0	-3.0	18.8	i	-7.1
O=C(NCCO)/C(=C\c1cccc([N+](=O)[O-])c1)NC(=O)c1cccs1	2.4	-0.3	-1.0	-1.6	6.4	-1.1	-20.4	-1.8	i	nt
CC1(C)COC(Cn2c3ccccc3c3ccccc32)O1 (stereo not drawn)	-2.0	-0.6	1.8	1.5	-4.9	2.9	1.8	-10.1	i	-4.3
O=C(CSc1ncn(-c2ccccc2)n1)N1CCc2ccccc21	-0.2	-0.1	0.1	0.3	-0.3	-0.6	-3.3	19.8	i	-9.1
O=[N+]([O-])c1ccc(Nc2ccc(Cl)cc2)nc1	-1.5	0.2	1.5	1.7	-2.5	-5.0	-24.8	0.3	i	-6.4
O=C(NC(=O)c1ccccc1)OCCN1C(=O)c2ccccc2C1=O	0.0	-0.5	-2.0	-0.4	-0.5	2.9	-4.3	-5.4	i	0.6
O=C(c1ccccc1)N1CCC(O)(c2ccc3c(c2)OCO3)CC1	-6.9	0.2	0.3	0.8	4.7	-1.5	-0.7	-7.5	i	2.6
Cc1ccc(NC(=O)c2sccc2-n2cccc2)c(Cl)c1	6.8	-0.7	-0.4	0.5	-2.5	-1.4	-3.9	8.7	i	-2.8
COc1ccc2c3c(cccc13)N(C)N=C2C	93.4*	-0.9	1.7	40.9	52.1*	-18.4	9.8	94.6*	i	-1.5
Cc1ccc(S(=O)(=O)N(C)C)cc1NC(=O)COC(=O)C1CCCC1	-0.6	0.1	3.0	-0.5	-0.5	1.4	1.3	0.0	i	-0.8
CC(=O)c1c(C)[nH]c(C(=O)NCCN2CCC(C)CC2)c1C	1.5	0.0	-4.6	6.4	2.3	3.0	7.3	-4.3	i	0.2
O=C(NCc1ccccn1)c1ccc(OC2CCN(Cc3ccc(CO)o3)CC2)cc1	-2.5	0.3	-1.2	2.2	4.2	-0.6	6.4	10.5	i	-10.7
NS(=O)(=O)c1cc(C(=O)OCC(=O)c2ccc3c(c2)OCCO3)ccc1Cl	-4.0	-0.1	-0.9	2.0	-1.4	0.7	-2.3	-1.2	i	4.9
CCc1ccc(OCc2ccc(C(=O)NCc3ccccn3)o2)cc1	-1.2	-1.0	3.1	0.1	-0.6	-1.4	0.5	8.1	i	6.8
O=C(CC(C(=O)N1CCc2ccccc21)n1ccnc1)N1CCc2ccccc2C1 (stereo not drawn)	-4.5	-0.2	2.0	-1.2	1.4	-10.0	0.7	26.4	i	-6.1
COc1cc(C2CC(=O)Oc3c2c(=O)n(C)c2ccccc32)cc(OC)c1OC (stereo not drawn)	0.6	0.4	0.8	-1.4	-5.6	8.4	6.1	-9.0	i	-10.5
CC(=O)c1ccc(S(=O)(=O)N2CCC(c3nnc(SCCN4CCCC4)n3C)CC2)cc1	-0.9	-0.3	-0.3	-0.4	-2.6	-1.4	0.0	-2.5	i	-5.5
NC(=O)c1cccc(Nc2nc(C(N)COCc3ccccc3)cs2)n1 (stereo not drawn)	-7.0	0.2	-0.1	-0.5	-4.4	2.5	6.0	-24.0	i	nt
Cc1ccc(C2=NN(CC(=O)NCCN(CC(C)C)CC(C)C)C(=O)CC2)cc1	0.3	-0.3	0.3	-0.4	-4.3	0.8	1.3	-2.4	i	-1.6
O=C(Nc1cccc(C(F)(F)F)c1)Nc1ccon1	1.6	-0.7	-2.6	-1.0	-2.3	-3.9	6.3	-0.9	i	-6.0
CN(C)/C=N/c1nc(-c2ccc3c(c2)OCO3)cs1	-2.8	0.1	-1.6	0.3	-0.6	2.0	-10.1	1.9	i	-6.9
O=C(NCCCC1CCCC1)C1CCC(=O)N(Cc2ccccc2F)C1 (stereo not drawn)	2.8	0.0	-1.1	4.0	-0.6	1.6	3.1	13.3	i	-4.5
CCCn1c(N)c(N(CCOC)C(=O)c2ccc(F)cc2F)c(=O)[nH]c1=O	-0.4	-1.2	-1.0	-0.1	-1.0	3.3	-1.1	-9.8	i	3.1
COc1cc(C(=O)OCC(=O)N2CCCCC2C)ccc1OCc1c(C)noc1C (stereo not drawn)	0.4	-0.6	-2.8	-0.9	-3.6	-3.1	-1.0	-9.9	i	-1.3
Cc1ccc(NC(=O)c2ccc(S(=O)(=O)N3CCCCCC3)cc2)nc1	1.0	-0.3	0.0	0.0	-2.0	-0.6	-1.5	-2.0	i	-0.4
Cc1cc(NC(=O)c2c(-c3c(F)cccc3Cl)noc2C)no1	-2.3	-0.2	-2.5	-2.9	-5.1	-1.2	1.7	-2.2	i	-7.8
O=C(Nc1ccccn1)c1csc2c1CCCC2	2.7	-1.4	2.0	0.5	-5.1	-2.5	11.5	-5.5	i	-1.9
C=CCn1c(SCC)nc2sc3c(c2c1=O)CCc1ccccc1-3	1.3	-0.3	1.7	3.4	-6.0	1.4	1.5	-8.6	i	-7.8
CC(C)CC(C(=O)NC(C)(C)C)N(Cc1cccs1)C(=O)c1snc(C(N)=O)c1N (stereo not drawn)	-3.5	-0.6	-2.0	-0.9	-3.4	13.4	-3.7	9.3	i	-7.0
CC(NC(=O)/C(=C/c1cccc([N+](=O)[O-])c1)NC(=O)c1ccco1)C(=O)O (stereo not drawn)	-4.5	0.7	2.6	-1.7	-0.4	-1.6	-11.6	-5.0	i	-2.1
COc1ccc(O)c(/C=N/NC(=O)c2c(C)nnn2-c2nonc2N)c1	96.2*	-0.4	68.5*	16.3	1.2	87.8*	-4.9	5.3	+	100.1*
CCNC(=O)c1ccccc1-c1nc(-c2ccccc2OC)no1	-1.9	-1.1	-0.1	-1.8	-5.0	-1.1	0.0	-11.2	i	-13.6
CN(C)CCN1CCN(C2CN(Cc3cn(Cc4ccccc4C(F)(F)F)nn3)S(=O)(=O)C2)CC1 (stereo not drawn)	0.9	0.0	7.0	-6.9	-3.4	1.3	-5.2	2.8	i	nt

Part of the list above, bar-delimited:
structure | DNMT1 block | TbMetRS inhib | STEP block | LMPTP block | NadD block | CSN inh | SUMO1-SIM PPI | PABP1 MLLE inh | Rpn11 inh | Scp-1 inhibitor
O=C(NCCCC1CCCC1)C1CCC(=O)N(Cc2ccccc2F)C1 (stereo not drawn) | 2.8 | 0.0 | -1.1 | 4.0 | -0.6 | 1.6 | 3.1 | 13.3 | i | -4.5
CCCn1c(N)c(N(CCOC)C(=O)c2ccc(F)cc2F)c(=O)[nH]c1=O | -0.4 | -1.2 | -1.0 | -0.1 | -1.0 | 3.3 | -1.1 | -9.8 | i | 3.1

The list continues.
SMILES	DNMT1 block	TbMetRS inhib	STEP block	LMPTP block	NadD block	CSN inh	SUMO1-SIM PPI	PABP1 MLLE inh	Rpn11 inh	Scp-1 inhibitor
CN(C)CCOC1(Cc2ccc(F)cc2)CCC(C(C)(C)C)CC1 (stereo not drawn)	9.6	-0.5	4.6	-2.7	-1.3	-1.2	-10.8	3.4	i	4.7
CC1CCN(C(=O)c2cccc(NC(=O)c3cccs3)c2)CC1	0.9	-0.4	-1.9	-0.6	-3.9	-1.6	-2.6	-3.5	i	-3.1
CC1CCc2c(nc3ncnn3c2N2CCN(c3ccccc3F)CC2)C1 (stereo not drawn)	0.5	-1.4	1.1	0.0	-9.8	1.6	-2.4	0.5	i	-8.7
Cc1ccccc1OCC(=O)OCC(=O)NC1CCCCCC1	2.2	-0.5	0.1	0.4	0.6	5.2	-1.6	8.1	i	1.4
CCOc1ccc(S(=O)(=O)NCCC(=O)N2CCC(Cc3ccccc3)CC2)cc1	-0.2	-0.4	2.7	1.0	-6.0	3.8	2.2	-13.6	i	-9.2
CCN(CC)CCN1C(=O)C(=O)/C(=C(/O)c2ccc(C)cc2)C1c1cccnc1 (stereo not drawn)	3.7	-0.8	1.2	-3.4	-2.4	2.8	-6.1	-6.3	i	-5.6
COc1cc(C(Nc2ccccn2)c2ccc3ccc(C)nc3c2O)cc(OC)c1O (stereo not drawn)	2.7	0.0	4.6	2.5	16.8	7.7	-15.6	24.2	i	-3.8
CCN(C[C@H]1N[C@@](CC)(C(=O)OC)[C@H]2C(=O)N(Cc3ccccc3)C(=O)[C@@H]12)S(=O)(=O)c1ccc(C)cc1	-7.8	-1.1	-2.9	-0.1	-0.1	-3.1	2.7	-4.8	i	-4.2
Fc1ccc(Cn2nnnc2CN2CCN(C3CCCCC3)CC2)cc1	-2.8	-0.2	-2.4	-1.3	-2.3	0.7	-2.4	-0.2	i	-1.3
CSc1cccc(NC(=O)CCNC(=O)c2ccco2)c1	5.6	0.1	-4.9	0.7	-7.3	6.8	-0.8	-5.5	i	-2.3
Cc1ccccc1S(=O)(=O)N(CC(O)CN1CCCCC1)c1ccccc1 (stereo not drawn)	-0.3	0.3	-2.3	0.2	-10.3	-1.8	-1.3	-1.5	i	-2.4
CC1CCCCC1NC(=O)Cn1ncc2ccccc21 (stereo not drawn)	5.2	-0.4	0.6	-2.0	-0.2	-3.1	7.8	12.6	i	3.0
